# TRPC6 activator: mouse TRPC6 channel activators, primary screen, cell-based, HEK293, membrane potential dye. Short transient receptor potential channel 6 (Mus musculus), Q61143. HEK293-TRPC6 membrane potential dye fluorescence; stronger effect = higher value. B-score at 10 µM. 0.13% of 310,000 active;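 active = B-score of the integrated fluorescence ratio above library mean plus 3 SD, and starting fluorescence ratio within library mean plus 5 SD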;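 also: higher score means more depolarization so channel activation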
# Target sequence (Q61143 whole entry, looked up): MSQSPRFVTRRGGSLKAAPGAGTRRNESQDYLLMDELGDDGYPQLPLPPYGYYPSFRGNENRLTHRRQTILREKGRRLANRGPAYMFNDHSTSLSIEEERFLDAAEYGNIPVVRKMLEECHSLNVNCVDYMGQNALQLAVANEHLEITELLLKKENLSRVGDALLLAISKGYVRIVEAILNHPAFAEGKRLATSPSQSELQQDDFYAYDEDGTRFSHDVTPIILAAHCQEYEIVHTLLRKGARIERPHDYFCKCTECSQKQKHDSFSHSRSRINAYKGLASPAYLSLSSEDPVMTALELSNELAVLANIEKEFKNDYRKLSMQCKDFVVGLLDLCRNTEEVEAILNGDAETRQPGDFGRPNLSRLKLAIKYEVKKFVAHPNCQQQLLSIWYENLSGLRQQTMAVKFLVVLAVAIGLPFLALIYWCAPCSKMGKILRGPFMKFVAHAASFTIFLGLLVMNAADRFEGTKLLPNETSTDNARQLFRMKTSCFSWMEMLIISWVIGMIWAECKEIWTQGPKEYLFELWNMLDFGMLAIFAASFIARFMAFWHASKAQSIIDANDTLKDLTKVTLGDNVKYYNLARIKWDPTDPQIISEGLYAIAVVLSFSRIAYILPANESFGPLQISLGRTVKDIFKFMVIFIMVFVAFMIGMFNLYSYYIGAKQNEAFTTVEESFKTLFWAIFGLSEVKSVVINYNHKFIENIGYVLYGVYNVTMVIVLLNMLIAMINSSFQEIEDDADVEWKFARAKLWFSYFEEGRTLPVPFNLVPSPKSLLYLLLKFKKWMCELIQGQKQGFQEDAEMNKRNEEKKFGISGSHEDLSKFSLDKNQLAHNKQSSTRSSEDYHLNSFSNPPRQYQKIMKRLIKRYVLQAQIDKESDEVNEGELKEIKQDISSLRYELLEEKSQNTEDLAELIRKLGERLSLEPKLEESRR
# RGS4 inh: RGS4 inhibitors, primary screen, cell-based, HEK293 M3R inducible RGS4, calcium flux | Regulator of G-protein signaling 4 (Homo sapiens), P49798 | Fluo-4 calcium flux; stronger effect = higher value; triggered by carbachol at its EC20 | B-score at 10 µM | 0.45% of 310,000 active | AID 463165, 2010;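 active = B-score, a plate-corrected calcium signal, over three deviations above library mean, with baseline fluorescence within five deviations of library mean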;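 also: RGS4 expression induced by doxycycline in cells with stable M3 receptor; B-score is computed from the integrated fluorescence ratio over baseline after carbachol; higher B-score means a larger calcium signal and so more RGS4 inhibition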
# Target sequence (P49798 whole entry, looked up): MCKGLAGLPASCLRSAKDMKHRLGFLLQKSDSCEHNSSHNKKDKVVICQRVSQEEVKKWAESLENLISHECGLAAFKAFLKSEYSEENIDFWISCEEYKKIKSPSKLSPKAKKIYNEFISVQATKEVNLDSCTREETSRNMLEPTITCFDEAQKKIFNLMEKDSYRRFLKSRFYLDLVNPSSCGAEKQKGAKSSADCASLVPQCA
# Platelet DG rel: inhibitors of platelet dense granule secretion, primary screen, cell-based, MLPCN, human platelets. inhibition, %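 (compounds screened at 7.5 µM in platelet-rich plasma)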. AID 1663, 2009. 0.22% of 300,000 active. human platelet-rich plasma, SFLLRN dense granule ATP release, luminescence;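 active = mean replicate score, as percent of positive control, at or above 50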
# MrgX1 agonist: agonists of human MrgX1 receptor, primary screen, HEK293 cells, Fluo-4 calcium flux; Mas-related G-protein coupled receptor member X1 (Homo sapiens), Q96LB2; Fluo-4 calcium fluorescence, agonist mode; stronger effect = higher value; B-score at 10 µM; 0.44% of 310,000 active;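 active = calcium response B-score plate-corrected fluorescence ratio at least 3 library SD, with starting fluorescence B-score inside 5 SD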
#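 Material: MrgX1-expressing HEK293 cells; input: 15,000 cells per well; doses: test compound given as first of three sequential additions; schedule: overnight plating before 1 h dye loading; technique: Fluo-4 NW calcium-flux fluorescence, kinetic read; evaluation: baseline-normalised fluorescence change ratio, B-scored; control set: plate-wise positive and negative controls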
# TRPC6 inhibitor: mouse TRPC6 channel inhibitors, primary screen, cell-based, HEK293, membrane potential dye | 1.1% of 310,000 active | B-score at 10 µM | Short transient receptor potential channel 6 (Mus musculus), Q61143 | ACh-evoked depolarization; stronger effect = lower value | AID 2553, 2010;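 active = B-score under library mean minus 3 SD, initial fluorescence not abnormally high, positive integrated signal ratio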;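 also: B-score derived from integrated fluorescence ratio over the kinetic read; more negative B-score means stronger inhibition of depolarization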
# MrgX1 allo act: positive allosteric modulators of MrgX1, primary screen, HEK293 cells, Fluo-4 calcium flux; Mas-related G-protein coupled receptor member X1 (Homo sapiens), Q96LB2; FDSS; stronger effect = higher value; B-score at 10 µM; 0.63% of 310,000 active;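 active = plate-corrected calcium response at least 3 library SD above typical, normal starting fluorescence, not activating the receptor alone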;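 also: compound read alongside a low EC10 to EC30 dose of BAM8-22 agonist; peak minus trough fluorescence over baseline measured at the second addition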
# TRPC4 block: inhibitors of mouse TRPC4 channel, primary screen, Fluo4 calcium, HEK293 TRPC4beta/mu-opioid cells; Short transient receptor potential channel 4 (Mus musculus), Q9QUQ5; DAMGO-evoked Fluo4 calcium flux; stronger effect = lower value; B-score at 10 µM; 0.39% of 300,000 active;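 active = B-score over 3 SD under the library average, no early fluorescence shift, positive overall ratio signal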
#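 Test system – stable TRPC4beta/mu-opioid receptor HEK293 cells · Probe or stimulus – DAMGO, a submaximal dose followed by a maximal one · Dosing – one concentration per compound · Signal – Fluo4 calcium fluorescence by kinetic imaging, 5 s 1 Hz baseline · Evaluation – per-well B score of integrated baseline-normalized Fluo4 ratio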
# HIF act: HIF pathway transcriptional activators, primary screen, cell-based, U2OS HRE-luciferase, luminescence. activation, % at 7.5 µM (by protocol). U2OS HRE-luciferase reporter; normalized: DMSO 0%, desferrioxamine 100%. 0.32% of 300,000 active;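 active = mean activation of at least 10% of the iron chelator positive control signal, with at least half of replicates also reaching 10%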
# MrgX1 antagonist: antagonists of human MrgX1 receptor, primary screen, HEK293 cells, Fluo-4 calcium flux. BAM8-22 antagonism; stronger effect = lower value. B-score at 10 µM. 1.3% of 310,000 active;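 active = calcium-response B-score plate-corrected more than 3 library SD below zero, starting fluorescence within 5 deviations, no agonist response on first addition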;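 also: peak minus trough fluorescence over baseline after final BAM8-22 challenge near maximal dose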
# SKKanGAS inh: S. pyogenes SKKanGAS growth inhibitors in kanamycin, primary screen, streptokinase expression inhibitor project, SKKanGAS strain, BacTiter-Glo luminescence; 6 h; inhibition, % at 7.5 µM; 1.3% of 300,000 active; AID 1662, 2009;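 active = mean replicate score, as percent of positive control median, at least 50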;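 also: strain carries kanamycin resistance gene driven by streptokinase promoter and grows in 40 µg/ml kanamycin; loss of luminescence reflects streptokinase promoter inhibition or plain growth inhibition; 0% = median of DMSO wells and 100% = positive control at its reference dose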
# RGS4 act: RGS4 potentiators or activators, primary screen, cell-based, HEK293 M3R inducible RGS4, calcium flux; carbachol calcium flux Fluo4; stronger effect = lower value; B-score at 10 µM; 0.92% of 310,000 active;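 active = B-score of the integrated calcium signal more than 4 SD below the library mean, with starting fluorescence not abnormally high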;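 also: negative B-score means reduced calcium response which marks RGS4 activation or potentiation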
#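 test system = M3R-expressing HEK293 line, RGS4 induced by doxycycline | probe or stimulus = carbachol at ECmax as muscarinic agonist stimulus | timing = dye loading 30 min 37 °C, buffer rest 30 min RT | signal = calcium dye Fluo4 fluorescence | evaluation = B score from integrated fluorescence ratio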
# * marks the source's active call; other numbers are inactive results; i = inactive; nt = no result given. Some of the compounds tested; rates above refer to the full screens.
# Sequence of screens – TRPC6 inhibitor | TRPC6 activator | SKKanGAS inh | RGS4 inh | Platelet DG rel | RGS4 act | MrgX1 allo act | MrgX1 agonist | MrgX1 antagonist | HIF act | TRPC4 block
> CCOP(=O)(C(NC(=O)c1ccccc1Cl)=C(Cl)Cl)c1ccccc1 (stereo not drawn)
    i | i | -29 | i | -7 | i | i | i | i | -0.7 | i
> Cc1ccc(Cn2nc(C(=O)Nc3ccc(Br)cc3)cc2C)cc1
    i | i | -4 | i | 19 | i | i | i | i | 5.3 | i
> COc1ccc(CCNCc2sccc2C)cc1
    i | i | -3 | i | -7 | i | i | i | i | 1.8 | i
> COC(=O)C(O)(c1ccc2c(c1)CCCN2)C(F)(F)F (stereo not drawn)
    i | i | 16 | i | -1 | i | i | i | i | -0.6 | i
> O=C1OC(c2ccc([N+](=O)[O-])cc2)=N/C1=C/N1CC2CC(C1)c1cccc(=O)n1C2 (stereo not drawn)
    i | 37* | -11 | i | 5 | i | i | 57* | i | -0.3 | i
> CCCC(C)C1(CC)C(=O)NC(=Nc2ccc(F)cc2)NC1=O (stereo not drawn)
    i | i | -1 | i | -3 | i | i | i | i | -0.3 | i
> COC(=O)N(C)c1ccc(C(O)(C(=O)OC)C(F)(F)F)cc1 (stereo not drawn)
    i | i | 2 | i | -1 | i | i | i | i | -0.2 | i
> COc1ccc(CN2CCN(C(=O)Cc3ccccc3)CC2)c(OC)c1
    i | i | -5 | i | 5 | i | i | i | i | 0.2 | i
> O=C1NC(=O)C(=Cc2cc(Cl)ccc2OCc2ccc(C(=O)O)cc2)C(=O)N1
    i | i | 13 | i | 0 | i | i | i | i | -0.3 | i
> CCCOP(=O)(OCCC)C(NC(=O)c1ccccc1)=C(Cl)Cl
    i | i | 3 | i | -7 | i | i | i | i | -0.2 | i
> COc1ccc(C2=NCC(=O)N(CC(=O)NCc3ccco3)c3sc4c(c32)CCCC4)cc1
    i | i | 3 | i | 9 | i | i | i | i | -0.7 | i
> O=C(C1CCCN(c2nnc(-n3cccc3)s2)C1)N1CCC2(CC1)OCCO2 (stereo not drawn)
    i | i | -6 | i | 7 | i | i | i | i | 0.0 | i
> CC(=O)N(C1=NCCCS1)c1ccccc1F
    i | i | 0 | i | 2 | i | i | i | i | -0.2 | i
> CN1CCN(c2ccc([N+](=O)[O-])cc2Cl)CC1
    i | i | -2 | i | 2 | i | i | i | i | 0.1 | i
> O=C1/C(=C/c2ccc3c(c2)OCO3)N2CCC1CC2
    i | i | -2 | i | 43 | i | i | i | i | 0.0 | i
> Cc1cc(OCC(=O)N2C[C@H]3C[C@@H](C2)c2cccc(=O)n2C3)c2c(C)c(C)c(=O)oc2c1
    i | i | -3 | i | 0 | i | i | i | i | -0.5 | i
> CCN1C(=O)C(=Cc2cc(C)n(C3CC3)c2C)C(=O)N(CC)C1=S
    i | i | 5 | i | -3 | i | i | i | i | -0.7 | i
> CSCCC(NC(=O)CCC(=O)OC1CC[C@H]2[C@@H]3CC[C@H]4CC(=O)CC[C@]4(C)[C@H]3CC[C@]12C)C(=O)O (stereo partly drawn)
    i | i | 9 | i | -2 | i | i | i | i | -7.8 | i
> CCOC(=O)C(O)(c1ccc(N)c(OC)c1)C(F)(F)F (stereo not drawn)
    i | i | 2 | i | 4 | i | i | i | i | 0.4 | i
> CCOc1ccc(N=Cc2c(O)n(-c3cc(C)cc(C)c3)c(=O)[nH]c2=O)cc1
    i | i | -1 | i | 4 | i | i | i | i | -1.4 | i
> CCOC(=O)CNC(=S)N1CC2C[C@@H](C1)Cn1c2cccc1=O
    i | i | 0 | i | 1 | i | i | i | i | 0.5 | i
> Cc1c2cnn(CC(=O)N3CCC4(CC3)OCCO4)c(=O)c2c(C)n1Cc1ccccc1F
    i | i | -1 | i | -2 | i | i | i | i | 0.0 | i
> O=c1c2ccccc2nc(N2CCCC2)n1-c1ccccc1
    i | i | 2 | i | -24 | i | i | i | i | -0.5 | i
> Cc1ccc(S(=O)(=O)N2CCCC2c2cccnc2)cc1 (stereo not drawn)
    i | i | -2 | i | 1 | i | i | i | i | -0.1 | i
> Nc1c([N+](=O)[O-])cc(F)c(N2CCNCC2)c1Br
    -5.9* | i | -3 | i | 6 | i | i | i | i | -1.8 | i
> O=S(=O)(c1ccc(Cl)cc1)N1CCCC1c1cccnc1 (stereo not drawn)
    i | i | 1 | i | 5 | i | i | i | i | -0.2 | i
> CC(C)(C)P(=O)(c1ccncc1)N1CCCC1 (stereo not drawn)
    i | i | -5 | i | 0 | i | i | i | i | 0.2 | i
> C#CC[N+]1(C)C2CCC1CC(O)C2 (stereo not drawn)
    i | i | 1 | i | -13 | i | i | i | i | -0.8 | i
> COc1ccc2[nH]cc(C3=CCNCC3)c2c1
    i | i | -3 | i | 2 | i | i | i | i | 0.6 | i
> CC(=O)c1cn(CCCOc2ccccc2)c2ccccc12
    i | i | -4 | i | -11 | i | i | i | i | 0.1 | i
> O=C(c1ccc2c(c1)ncn2C1CCCCC1)N1CCC2(CC1)OCCO2
    i | i | 7 | i | 10 | i | i | i | i | 3.3 | i
> COc1ccc(C2NCc3ccccc3-n3cccc32)cc1 (stereo not drawn)
    i | i | 1 | i | -10 | i | i | i | i | 1.3 | i
> CN1CN=C(N[N+](=O)[O-])N(Cc2ccco2)C1
    i | i | 6 | i | -8 | i | i | i | i | -0.1 | i
> O=C(O)C1CSC(c2cccnc2)N1 (stereo not drawn)
    i | i | -10 | i | -19 | i | i | i | i | 0.2 | i
> Fc1ccc2c(c1)nnn2C1CCN(Cc2nnnn2C2CCCCC2)CC1
    i | i | -2 | i | 0 | i | i | i | i | -0.9 | i
> Cn1cc([N+](=O)[O-])c(C(=O)Nc2ccc3c(C(F)(F)F)cc(=O)oc3c2)n1
    i | i | -1 | i | -45 | i | i | i | i | 0.4 | i
> COC(=O)c1c(C)[nH]c(C(=O)C(Cc2ccccc2)N(C)C)c1C (stereo not drawn)
    i | i | 10 | i | nt | i | i | i | i | 1.1 | i
> Cc1c(C(=O)C(=O)N2CCOCC2)c2ccccc2n1Cc1ccccc1
    i | i | -5 | i | 7 | i | i | i | i | -0.2 | i
> Clc1ccc(OCC#CCN2CCCC2)cc1
    i | i | -3 | i | 3 | -9.6* | i | i | i | 3.1 | i
> C=CCn1c(O)c(C(CC)=Nc2ccccc2NC(C)=O)c(=O)[nH]c1=O
    i | i | nt | i | -5 | i | i | i | i | 1.0 | i
> COc1ccc(CCC(=O)N2C[C@H]3C[C@@H](C2)c2cccc(=O)n2C3)cc1
    i | i | 4 | i | 0 | i | i | i | i | -0.1 | i
> CCCCN1C(=O)NC(=O)C2(Cc3ccccc3N3CCOCC32)C1=O (stereo not drawn)
    i | i | -10 | i | -1 | i | i | i | i | -1.0 | i
> CCOP(=O)(OCC)C(NC(=O)Cc1ccccc1)C(Cl)(Cl)Cl (stereo not drawn)
    i | i | -6 | i | 3 | i | i | i | i | -0.5 | i
> COc1ccc(N=Cc2c(O)n(CC3CCCO3)c(=O)[nH]c2=O)cc1 (stereo not drawn)
    i | i | 7 | i | 4 | i | i | i | i | 0.1 | i
> CCOc1ccc(-n2c(CC)nc3ccccc3c2=O)cc1
    i | i | -1 | i | -11 | i | i | i | i | -0.1 | i
> O=C(Nc1ccccc1)NC1CC2CCC(C1)N2 (stereo not drawn)
    i | i | -5 | i | -2 | i | i | i | i | 1.1 | i
> Cc1ccc2c(c1)C1CN(C)CCC1N2C(=O)/C(C#N)=C/c1ccc2c(c1)OCO2 (stereo not drawn)
    i | i | -4 | i | 7 | i | i | i | i | 0.1 | i
> COc1cc(C=C2C(=O)NC(=O)NC2=O)ccc1OS(=O)(=O)c1ccccc1[N+](=O)[O-]
    i | i | 0 | i | -12 | i | i | i | i | 0.8 | i
> COC(=O)Cn1cc(C=C2C(=O)N(C)C(=O)N(C)C2=O)c2ccccc21
    i | i | -2 | i | 5 | i | i | i | i | -52 | i
> COc1cccc(CNC2CN3CCC2CC3)c1OC (stereo not drawn)
    i | i | -8 | i | 3 | -7.7* | i | i | i | nt | i
> COc1ccc(NC(=O)c2c(C)nn(Cc3ccccc3Cl)c2Cl)cc1Cl
    i | i | 3 | i | 20 | i | i | i | i | -1.9 | i
> O[C@@H]1CCCN2CCc3c([nH]c4ccccc34)[C@H]12
    i | i | 98* | i | -4 | i | i | i | i | -0.3 | i
> COc1ccc2c(CCN)c[nH]c2c1
    i | i | -5 | i | -2 | i | i | i | i | 0.3 | i
> O=c1ccc2cc(O[C@@H]3O[C@@H](CO)[C@H](O)[C@@H](O)[C@@H]3O)c(O)cc2o1
    i | i | -2 | i | -9 | i | i | i | i | -28 | i
> COc1ccccc1CCNCc1cc2c(cc1[N+](=O)[O-])OCO2
    i | i | -4 | i | 2 | i | i | i | i | -0.2 | i
> COc1ccc(C(C)=O)cc1CC(C(=O)c1ccc(C)cc1)N(C)C (stereo not drawn)
    i | i | 1 | i | -3 | i | i | i | i | 0.0 | i
> Cc1ccc2c(c1)CC1(CN2C)C(=O)NC(=O)N(CCC2=CCCCC2)C1=O (stereo not drawn)
    i | i | 7 | i | 4 | i | i | i | i | -0.2 | i
> COc1cccc(-n2c(O)c(C=Nc3c(C)n(C)n(-c4ccccc4)c3=O)c(=O)[nH]c2=O)c1
    i | i | -2 | i | -7 | i | i | i | i | -0.1 | i
> Cc1ccccc1Cc1c(C)nc2nc(SCC(=O)N3CCC4(CC3)OCCO4)nn2c1C
    i | i | -16 | i | 1 | i | i | i | i | 0.1 | i
> CNC(=S)N1CCn2cccc2C1c1cccnc1 (stereo not drawn)
    i | i | -2 | i | 1 | i | i | i | i | 0.2 | i

# Screening results deposited in PubChem BioAssay by several laboratories.
